Source: PubChem BioAssay
UBC13 polyUb = inhibitors of human UBC13 polyubiquitin chain formation; P61088; TR-FRET; inhibition, % at 20 µM; 0.47% of 330,000 active; AID 485273; in the data active = inhibition above about 45%, passing the limit was not always enough
Target sequence (P61088 whole entry, looked up): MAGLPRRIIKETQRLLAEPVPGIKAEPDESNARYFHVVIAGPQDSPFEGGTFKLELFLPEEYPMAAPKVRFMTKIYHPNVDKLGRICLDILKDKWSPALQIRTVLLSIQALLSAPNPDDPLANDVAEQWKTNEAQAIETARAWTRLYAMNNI
APJ antagonist = blocks the human apelin receptor APJ | P35414 | CHO-K1 APJ beta-arrestin complementation, luminescence | inhibition, % at 20 µM | 0.32% of 330,000 active | AID 2521;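 active = inhibition above about 40% at 20 µM, limit read from the data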;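 also: cells challenged with 10 nM apelin-13 agonist together with compound; plate controls were apelin-13 plus DMSO wells for no effect and DMSO wells lacking apelin-13 for full effect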
EBI2 antag = antagonists of human EBI2 receptor; P32249; 0.81% of 360,000 active; AID 651636; EBI2 beta-arrestin recruitment, luminescence, 7a,25-OHC stimulated; inhibition, % at 5 µM; in the data active = inhibition above about 38%;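 also: enzyme fragment complementation signal reports receptor beta-arrestin coupling in cells; 0% = agonist plus DMSO wells and 100% = wells without agonist; some results beyond the cut were filed as inactive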
Target sequence (P32249 whole entry, looked up, the tested form may be a part): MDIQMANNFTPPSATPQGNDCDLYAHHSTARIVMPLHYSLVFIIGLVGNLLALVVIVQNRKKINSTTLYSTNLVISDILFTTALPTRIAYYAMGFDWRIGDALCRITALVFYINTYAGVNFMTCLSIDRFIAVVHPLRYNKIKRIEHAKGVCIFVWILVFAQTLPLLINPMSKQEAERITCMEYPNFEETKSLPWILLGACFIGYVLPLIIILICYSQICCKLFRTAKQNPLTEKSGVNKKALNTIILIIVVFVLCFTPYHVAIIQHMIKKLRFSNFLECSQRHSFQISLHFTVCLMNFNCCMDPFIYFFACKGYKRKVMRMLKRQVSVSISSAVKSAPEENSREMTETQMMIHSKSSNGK
APJ agonist = APJ receptor agonism | P35414 | CHO-K1 APJ PathHunter beta-arrestin, luminescence; 0% DMSO wells, 100% apelin | 0.11% of 330,000 active | activation, % at 20 µM;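 active = activation more than six SD over the plate average, tested at 20 µM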;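 also: 0% = DMSO alone and 100% = apelin-13 at 10 nM; some results filed as inactive read as strong as hits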
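Material: engineered CHO-K1 APJ arrestin reporter cells; amount: 1000 CHO-K1 reporter cells seeded per well; incubation: compound stimulation 90 min at 25 °C, detection 60 min; signal: luminescent beta-gal fragment complementation, chemiluminescent substrate; read-out basis: APJ agonist activity; controls: DMSO-only wells as negative, 10 nM Apelin-13 as positive control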
CCR6 antag = blocks CCL20-driven beta-arrestin recruitment at human CCR6. P51684. CHO-K1 CCR6 PathHunter beta-arrestin, luminescence, CCL20-stimulated. inhibition, % at 20 µM. 0.49% of 340,000 active. AID 493098;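 active = compounds whose inhibition of the agonist-driven luminescence signal at 20 µM reaches about 50%, limit read from the data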;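 also: cells stimulated with CCL20 at 14 nM final; plate controls were DMSO with CCL20 for no effect and DMSO without agonist for full effect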
Gli-Sufu block = antagonists of Gli-Sufu signaling; AID 588413; inhibition, % at 5 µM; 0.74% of 340,000 active; Sufu-KO-LIGHT fibroblasts, Gli luciferase reporter luminescence;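 active = inhibition above about 55%, limit read from the data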;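 also: 0% = DMSO-treated cells and 100% = wells with medium but no cells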
CXCR6 block = CXCR6 (human) receptor inhibition | CHO-K1 PathHunter CXCR6 beta-arrestin, luminescence | inhibition, % at 20 µM | 0.36% of 360,000 active | AID 602244; in the data active = inhibition above about 34%, passing the limit was not always enough;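 also: antagonist mode with CXCL16 agonist at 10 nM final; 0% = 10 nM CXCL16 with DMSO and 100% = unstimulated wells without agonist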
ATG4B inhibitor = blocks human ATG4B protease cleavage of LC3 substrate | ATG4B cleavage of LC3-PLA2, NBD-HPC fluorescence, 1 h | AID 504462 | 0.51% of 340,000 active | inhibition, % at 8.33 µM; in the data active = inhibition above about 40%
Target sequence (Q9Y4P1 whole entry, looked up): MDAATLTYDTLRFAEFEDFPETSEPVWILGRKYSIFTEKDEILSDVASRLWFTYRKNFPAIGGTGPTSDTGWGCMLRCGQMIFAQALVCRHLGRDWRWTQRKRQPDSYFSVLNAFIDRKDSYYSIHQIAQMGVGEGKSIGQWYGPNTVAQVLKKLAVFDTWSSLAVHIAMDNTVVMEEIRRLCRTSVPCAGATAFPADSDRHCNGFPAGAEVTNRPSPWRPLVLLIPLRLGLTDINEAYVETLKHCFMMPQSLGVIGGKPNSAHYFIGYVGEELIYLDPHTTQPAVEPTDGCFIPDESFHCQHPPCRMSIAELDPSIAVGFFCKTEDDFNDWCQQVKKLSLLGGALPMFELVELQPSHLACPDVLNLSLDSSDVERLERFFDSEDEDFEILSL
* hit, by the source's call; / = no result given; & = joins results of further samples. Random draw from the library; about 3% have a hit in one of these screens.

SMILES	UBC13 polyUb	APJ antagonist	EBI2 antag	APJ agonist	CCR6 antag	Gli-Sufu block	CXCR6 block	ATG4B inhibitor
Cc1cc(Cl)ccc1OC(C)C(=O)Nc1ccc(S(=O)(=O)Nc2cnc3ccccc3n2)cc1 (stereo not drawn)	-15	-2	-11	-3	3	2	3	-11
CCN1CCC[C@H]1CNC(=O)c1c(O)c(Cl)cc(Cl)c1OC	11&-2	-2&5	0	1&-2	-8	6	1	-4
Cc1cccc(/C(N)=N/OC(=O)CCC2CCCCC2)c1	-8	0	19	-3	-25	-37	-6	23
O=c1c2nnn(Cc3ccccc3)c2ncn1-c1ccccc1	-4	6	0	-1	9	-1	-4	-5
Cc1occc1C(=O)NNS(=O)(=O)c1ccc([N+](=O)[O-])cc1	5	5	14	2	-12	-2	-12	-3
O=C(O)Cc1c[nH]c2ccc(O)cc12	6	-7	-1	1	9	1	6	-3
O=S(=O)(c1ccc2ccccc2c1)N1CCN(S(=O)(=O)N2CCOCC2)CC1	1	12	1	0	-4	-1	-9	-6
CC1(C(=O)N/N=C/c2cc3c(cc2Br)OCO3)CC1(Br)Br (stereo not drawn)	-3	-14	7	0	0	-1	2	1
CCN(CCCNC(=O)CC(C(=O)N1CCc2ccccc21)n1ccnc1)c1cccc(C)c1 (stereo not drawn)	14	-11	6	-3	-13	5	-10	4
O=[N+]([O-])c1ccc(Cl)c(CN2CCN(c3ncccn3)CC2)c1	3	15	-1	-2	8	1	-1	-5
O=S(=O)(c1ccccc1)N1CCc2ccccc21	-8	-15	-11	-2	3	-1	1	-3
O=C(N/N=C/c1ccccc1O)NC12CC3CC(CC(C3)C1)C2	12	-32	42	2	18	-5	27	0
CCCCn1c(N)c(N(Cc2ccccc2OC)C(=O)CCC(C)C)c(=O)[nH]c1=O	-2	15	-13	6	5	5	3	-3
COc1ccc(/C=C(/NC(=O)c2cccs2)C(=O)Nc2ccc(C)cc2)cc1OC	2	4	-9	0	-9	2	-7	-11
Cc1ccc(C)c(-c2ccc(=O)n(Cc3cccc(Br)c3)n2)c1	6	-26	0	-3	10	39	2	17
CCn1nnc(NC(=O)C(c2ccccc2)c2ccccc2)n1	-16	5	7	0	5	59*	4	4
O=C(Nc1ccc(F)cc1)N1CCN(c2ncccn2)CC1	-1	10	1	-2	12	-7	2	1
Cc1[nH]c(C)c(S(=O)(=O)NCc2ccccc2Cl)c1C(=O)N1CCCC1	-1	-7	0	-3	12	58*	0	-1
CCC1(c2ccccc2)NC(=O)N(CC(=O)Nc2ccc(N3CCOCC3)cc2)C1=O (stereo not drawn)	-8	11	6	-4	-4	-9	3	-12
O=C(Nc1ccc2c(c1)CCC2)C1CCN(c2c3c(nc4ncnn24)CCC3)CC1	7	6	14	0	17	28	-5	-12
CC(C)(C)c1cc(N)on1	3	5	-10	-1	0	-3	-6	6
Cc1sc2ncn(CC(=O)NCC3COc4ccccc4O3)c(=O)c2c1S(=O)(=O)N1CCCCC1 (stereo not drawn)	-7	-18	9	-4	8	8	8	6
O=C(NCCOc1ccccc1)C(c1ccccc1)c1ccccc1	1	-17	53*	-2	16	-5	12	-6
CCCC(C(=O)NC(C)(C)C)N(CCN1CCOCC1)C(=O)CNS(=O)(=O)c1ccccc1 (stereo not drawn)	2	-12	3	0	1	-3	-24	10
COc1cccc(S(=O)(=O)NCC(=O)N2CCCCCC2)c1	-1	9	7	1	-1	1	3	1
CCOC(=O)c1cnc(SCC(=O)N2CCC(C(N)=O)CC2)nc1N	-3	5	-6	-3	2	1	6	4
CC(Sc1ncnc2sc(-c3ccccc3)cc12)C(N)=O (stereo not drawn)	-5	3	-1	2	-5	-12	0	48*
O=C(Nc1cccc(F)c1)c1ccc(CSc2ccccc2)o1	5	9	-5	-2	3	-4	-8	21
COc1cc2cc(CN(Cc3cccs3)C(=S)Nc3ccc(C)cc3)c(=O)[nH]c2cc1OC	2	-11	8	-2	10	32	-2	-6
COc1ccc(CC(=O)Nc2nc(C(C)(C)C)cs2)cc1	-3	-17	7	3	15	-21	-7	3
NNC(=O)CNC(=O)c1cccc(Br)c1	-3	1	6	-2	17	-6	-8	3
Cc1ccccc1NC(=O)C(=O)Nc1ccccc1C	-2	14	5	-4	-7	-66	-1	4
CC(=O)Nc1cccc(OCCCNC(=O)c2ccc(C(C)(C)C)cc2)c1	5	-2	-1	-2	8	-2	-10	-12
Cc1ccc(C)c(N2CCN(C(=O)CN(C)S(=O)(=O)c3cnc[nH]3)CC2)c1	-2	-4	-2	1	-18	8	0	5
O=C(c1cccnc1)N1CCN(C(=O)c2ccco2)CC1	2	-2	-10	3	7	3	-7	5
CN(C)c1nc(Oc2ccc(=O)[nH]n2)nc(N2CCCCC2)n1	-12	-6	0	-1	4	-13	-4	-8
CCOc1ccc(-n2c(C)c(C(C)=O)c3cc(OCC(N)=O)ccc32)cc1	0	2	-5	-1	0	7	-8	36
O=C(CSc1ccc2c(c1)OCCO2)NCc1ccco1	2	-8	1	1	10	-2	-4	1
COc1cc(C(=O)NCc2ccc(S(N)(=O)=O)cc2)ccc1OCC(=O)Nc1cccc(C(F)(F)F)c1	-1	-13	1	-4	7	-5	-8	-19
Cc1nc(N2CCN(c3ccccn3)CC2)c2c(C)c(C(=O)N3CCN(c4ccc(F)cc4)CC3)sc2n1	5	9	22	5	11	12	10	0
COc1ccc(S(=O)(=O)N(CCC(N)=O)Cc2ccco2)cc1OC	4	2	13	0	8	3	-7	-11
COc1ccc(CNCc2cc(C)c(OC)cc2C)c(OC)c1	-4	-4	2	-3	13	20	-4	7
CC(CNC(=O)c1ccc(C#N)cc1)NC(=O)c1ccc(C#N)cc1 (stereo not drawn)	/	/	-3	/	-2	3	0	-1
CCOC(=O)CNC(=S)N(Cc1ccc(C)cc1)Cc1ccc(C)o1	4	12	18	-1	21	0	6	-1
O=C(O)c1cc(Cl)ccc1OS(=O)(=O)c1ccc(Cl)s1	6	-1	1	-2	0	0	-3	-4
NC(=O)COc1ccccc1C1=NO[C@@](CC(=O)O)(C(=O)Nc2ccc3c(c2)OCCO3)C1	-6	6	6	-1	3	1	-6	1
CCN1C(=O)/C(=C\N(C)C)NC1=S	-2	-3	-12	-1	6	-18	1	3
COC(=O)C1C(=O)c2c([nH]c(C(=O)OC3CCCCCC3)c2C)CC1C (stereo not drawn)	1	1	8	-1	11	-84	-2	-2
O=C(CCN1C(=O)c2ccccc2S1(=O)=O)Nc1cc(Cl)ccc1Cl	0	22	-7	10	7	4	2	-2
COc1cc(/C=N\NC(=O)c2ccc(Cn3nc([N+](=O)[O-])c(Cl)c3C)o2)ccc1O	1	22	0	2	1	11	0	15
CCN(CC)c1ccc(NC(=O)c2ccc(S(=O)(=O)N3CCOCC3)cc2)cc1	14	-5	-5	0	19	3	-5	-7
Cc1cccc(N2CCN(CC3CCCCC3)CC2)c1C	-4	3	12	-3	7	15	2	6
COc1ccc(NC(=O)C2CCCCN2N)cc1OC (stereo not drawn)	9	10	-8	-2	-15	-26	3	-8
Cc1cccc(N(Cc2ccccc2)C(=O)c2cc(S(=O)(=O)N3CCOCC3)ccc2Cl)c1	-2	-28	13	2	26	9	10	-4
COc1ccc(NC(=O)Cn2c([N+](=O)[O-])cnc2C)cc1Cl	11	-7	-5	-4	14	-4	9	5
Cc1ccc(C(=O)NNC(=O)c2ccccc2O)cc1S(=O)(=O)N1CCCCC1	-4	9	4	0	-4	5	0	0
Nc1nc2n(n1)C(c1ccco1)CC(c1ccc(Cl)cc1)N2 (stereo not drawn)	-4	0	-3	-2	-9	2	13	-1
COc1cc(CC(=O)NC(c2ccccc2)c2ccccc2)cc(OC)c1OC	3	12	9	-2	-1	15	19	5
Fc1ccccc1-c1n[nH]c(=S)n1CC1CCCO1 (stereo not drawn)	-2	-4	-2	-2	-12	0	-10	0
CC1CC(C)CN(CCCNC(=O)C2CCCN(c3ncnc4c3nc3n4CCCCC3)C2)C1 (stereo not drawn)	14	5	4	0	16	23	2	-2

(cont.)
SMILES	UBC13 polyUb	APJ antagonist	EBI2 antag	APJ agonist	CCR6 antag	Gli-Sufu block	CXCR6 block	ATG4B inhibitor
O=C(Nc1cccc(C(F)(F)F)c1)C1=CC=CN2CCS(=O)(=O)N=C12	0	-24	-2	-3	2	4	-5	-4
CCc1noc(C)c1C(=O)NNC(=O)COc1ccc(C)cc1	5	0	6	6	-2	-16	2	6
O=C(COC(=O)/C=C/c1ccccc1)NCCc1ccc(F)cc1	-4	8	11	-4	0	7	-4	-5
Nc1ccc(-c2sc(N)nc2-c2ccccc2)cc1	15	0	-2	4	4	-5	6	-4
Cc1cc(C)c(S(=O)(=O)N(C)c2ccccc2)c(C)c1	5	0	7	-1	8	-2	4	12
COc1ccc(Br)cc1C(=O)O	-3	-16	4	-1	9	1	-12	1
COC(=O)/C(=C\Nc1ccccc1)NC(=O)c1ccc(Cl)cc1Cl	-1	-6	0	-6	14	-34	11	-3
CCOC(=O)c1cnc(SC)nc1N1CCCC1	-1	-24	-8	-4	11	2	6	-5
CCCn1c(=O)c2c(c3ccccc31)OC(C)C(=O)N2 (stereo not drawn)	-10	-11	-1	-6	1	1	-4	-4
COc1ccc(NC(=O)COc2ccc(/C=N/n3c(C)nnc3C)cc2OC)cc1	2	21	-5	-1	6	-3	2	-7
CCC(C)(C)c1ccc(Oc2ccc(NC(=O)COC(=O)C3=COCCO3)cc2)cc1	5	4	0	-1	10	17	-9	-2
COc1ccc(S(=O)(=O)N(C)CC(=O)Nc2ccccc2C(F)(F)F)cc1OC	1	7	-3	-1	4	-2	6	-1
Cc1ccccc1NC(=O)NC1(C(=O)N2CCN(C)CC2)CCCCC1	2	11	-7	0	-13	28	-1	-4
Nc1cc(OC(=O)c2ccc(F)cc2)nn1S(=O)(=O)c1ccc(F)cc1	4	4	-13	-1	1	19	-4	-2
O=S(=O)(Nc1ncnc2sccc12)c1cccc(F)c1	-13	6	-1	3	3	4	5	1

Records above marked active in ATG4B inhibitor:
canonical_smiles	UBC13 polyUb	APJ antagonist	EBI2 antag	CCR6 antag	CXCR6 block	ATG4B inhibitor
CC(Sc1ncnc2sc(-c3ccccc3)cc12)C(N)=O (stereo not drawn)	-5	3	-1	-5	0	48*

Following part:
SMILES	UBC13 polyUb	APJ antagonist	EBI2 antag	APJ agonist	CCR6 antag	Gli-Sufu block	CXCR6 block	ATG4B inhibitor
COc1cc(CC(NC(C)=O)C(=O)NC2CCN(c3nc(C)cc(C)c3C#N)CC2)cc(OC)c1 (stereo not drawn)	37	-7	-4	0	4	-16	-2	-12
COC(=O)c1ccc(CSc2nc(-c3ccco3)cc(C(F)(F)F)n2)o1	-5	5	7	-7	37	5	5	4
CCOC(=O)C1CCN(C(=O)/C=C/c2ccc(OC)cc2)CC1	2	-5	87*	-1	3	-61	-3	-7
O=C(c1ccc2[nH]c(=O)c(=O)[nH]c2c1)N1CCN(c2ccccc2)CC1	-4	11	0	3	1	/	-4	4
CC(C)c1nnc(NC(=O)CSc2ccccc2)s1	-4	-4	-6	-2	8	2	-10	0
CC(=O)N(C)c1ccc(N=Nc2c(C)[nH]n(C(N)=S)c2=O)cc1	-13	15	-8	-5	24	-40	14	-5
O=C(N1CCCCC1)C1(c2ccccc2)CCCCC1	1	20	16	-1	12	3	5	3
C=C1CSc2nc(=O)c3c4c(sc3n21)CCC4	-7	6	8	-1	0	-2	6	8
C#CCN(C(=O)Nc1ccccc1)c1ccccc1	-4	4	-8	-4	12	0	0	-3

Shown field by field: 2 of the compounds above.
SMILES: COc1cc(CC(NC(C)=O)C(=O)NC2CCN(c3nc(C)cc(C)c3C#N)CC2)cc(OC)c1 (stereo not drawn)
  UBC13 polyUb: 37; APJ antagonist: -7; EBI2 antag: -4; APJ agonist: 0; CCR6 antag: 4; Gli-Sufu block: -16; CXCR6 block: -2; ATG4B inhibitor: -12
SMILES: O=C(N1CCCCC1)C1(c2ccccc2)CCCCC1
  UBC13 polyUb: 1; APJ antagonist: 20; EBI2 antag: 16; APJ agonist: -1; CCR6 antag: 12; Gli-Sufu block: 3; CXCR6 block: 5; ATG4B inhibitor: 3
